Source: PubChem BioAssay (National Center for Advancing Translational Sciences (NCATS))
MLL CXXC-DNA inh = qHTS Fluorescence Polarization Assay for Inhibitors of MLL CXXC domain - DNA interaction; hit rate 0.037% among 290,000; Potency, µM (series often up to 115 µM), for inactives: at the highest dose activity change, negative = inhibition, actives largely listed as inhibitors; MLL-CXXC / FITC-HOXA9 DNA fluorescence polarization; active = well fitted inhibition curve with a large enough effect in the polarisation, with a control signal flat, not every such curve was filed as active; inconclusive = small, poorly fitted or top-dose-only effect, or effect the other way, or a change in a side signal; inactive = no such curve, though single readings can be large or run the other way; the % refers to the polarisation; also: potency is read from the fitted curve at half-maximal effect
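Fluorescence polarization: 7 uM MLL-CXXC (stock) preincubated 5 min with compounds, then 50 nM fluorescein-HOX-A9 DNA (stock) added; 30 min ambient. Buffer 50 mM Tris-HCl pH 7.5, 50 mM NaCl, 1 mM DTT, 0.05% BSA.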
KCNH2 WT inh = qHTS for Inhibitors of KCHN2 3.1: Wildtype qHTS. U2OS, BacMam KCNH2, thallium flux FluxOr; stronger effect = lower value. Voltage-gated inwardly rectifying potassium channel KCNH2 (Homo sapiens), Q12809. activity change, % at 1.84 µM. AID 720551, 2013. hit rate 0.37% among 340,000;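 active = maximum activity change below -70%; inconclusive = maximum activity change between -70% and -50%; inactive = maximum activity change above -50%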; also: % is scaled to controls: 0 for no effect and ±100 for the full control effect
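U2OS cells were transduced with wild-type KCNH2 virus (2.03 x 10^8 / mL) for 4 h at room temperature, then cultured overnight at 37 C. Thallium flux was read with FluxOr dye. Rate constants were normalized to DMSO controls.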
GALK inh = qHTS Assay for Inhibitors of Human Galactokinase (GALK). Purified GALK, Kinase-Glo residual ATP luminescence. P51570. AID 1868, 2009. Potency, µM (series often up to 57.5 µM), for inactives: top-dose activity change, negative = inhibition, hits mostly inhibitors. hit rate 0.007% among 270,000; also: potency is read from the fitted curve at half-maximal effect; % is scaled to controls: 0 for no effect and ±100 for the full control effect
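Galactose (100 uM) and ATP (35 uM) were turned over by 5 nM GALK for 1 h at RT. Kinase-Glo Plus then converted the remaining ATP into a luminescent signal.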
FBPA coupling cs = qHTS Assay for Inhibitors of Fructose-1,6-bisphosphate Aldolase from Giardia Lamblia: Coupling assay counterscreen; coupling enzyme system counterscreen, AmpLite Red fluorescence; activity change, negative = inhibition, % at 58.2 µM, hits read low; hit rate 0.67% among 290,000; AID 2472, 2010; in the data active = activity change below about -30%; also: % is scaled to controls: 0 for no effect and ±100 for the full control effect
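First, compound is pin-transferred into glyceraldehyde-3-phosphate coupling-enzyme reagent at 57.5 uM final and held 10 min at RT. Next, substrate, coupling system and AmpLite Red are added. After 20 min RT, fluorescence (525/598 nm) is read.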
Giardia killer = Small Molecules that selectively kill Giardia lamblia: qHTS; Giardia lamblia trophozoite viability; activity change, % at 7.66 µM, hits read low; hit rate 0.15% among 340,000; AID 540267, 2011; in the data active = activity change below about -80%; inconclusive = between about -30% and that limit;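 also: parasites exposed to compound for two days anaerobically before the ATP read; % is scaled to controls: 0 for no effect and ±100 for the full control effect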
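Giardia lamblia trophozoites (100 cells/well) were incubated with compounds for 48 h at 37 deg C under anaerobic conditions. Viability was read as ATP content by one-step luminescence after 15-30 min at room temperature.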
KCNH2 3.1 inh = qHTS for Inhibitors of KCHN2 3.1: Mutant qHTS; Potassium voltage-gated channel subfamily H member 2, brain isoform KCNH2 3.1 (human); U2OS KCNH2 3.1, thallium flux FluxOr; stronger effect = lower value; activity change, % (tested at about 1.8 µM); hit rate 0.95% among 340,000; AID 720553, 2013;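 active = maximum activity change below -70%; inconclusive = maximum activity change from -70% to -50%; inactive = maximum activity change above -50%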;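 also: thallium influx rate constant from kinetic fluorescence after stimulation buffer; % is scaled to controls: 0 for no effect and ±100 for the full control effect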
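Measured as rate of thallium-driven FluxOr signal in transduced U2OS cells carrying the 3.1 channel, read kinetically for 2 min upon stimulation; values are rate constants scaled to DMSO control wells.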
USP2a block = qHTS Assay for Inhibitors of Ubiquitin-specific Protease USP2a Using CHOP2 as the Reporter | AID 463254, 2010 | Potency, µM (top dose mostly 38.3 µM), inactives show top-dose activity change, negative = inhibition, usual class: inhibitors | Ubiquitin carboxyl-terminal hydrolase 2 (Homo sapiens), O75604 | hit rate 0.01% among 330,000 | USP2 core, Ub-CHOP2 coupled fluorogenic reporter, 485/531;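 also: potency is read from the fitted curve at half-maximal effect; plate controls were DMSO wells for no effect and full inhibition by NEM control for full effect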
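USP2 core (10nM final) preincubated 30min RT with compound in 20mM Tris-HCl pH 8.0, 2mM CaCl2, 2mM beta-mercaptoethanol, 0.05% CHAPS; 25nM Ub-CHOP2 plus 25nM reporter substrate added, fluorescence (Ex485/Em531) read after 60min.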
TRPV1 agonist = HTS Assay for Compounds that Act as Agonists of the Vanilloid Receptor 1; Transient receptor potential cation channel subfamily V member 1 (Homo sapiens), Q8NER1; TRPV1-expressing cells, Fluo-8 calcium influx, agonist mode; activation, % at 8.33 µM; hit rate 0.19% among 320,000; in the data active = activation above about 80%; inconclusive = between about 30% and that limit; also: 0% is about no effect
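Fluo-8 calcium influx in TRPV1-expressing cells, kinetic read (ex 480/em 520 nm). Compound added and read 3 min for agonist activity, followed by capsaicin at EC20 final and 2 min further read for enhancement.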
Menin-MLL TR inh = qHTS Assay for Inhibitors Targeting the Menin-MLL Interaction in MLL Related Leukemias: Competition With Texas Red Labeled MLL-derived Mutant Peptide | Potency, µM (doses to about 61.6 µM), for inactives: at the highest dose FP activity change, negative = inhibition, most hits filed as inhibitors | O00255 | AID 1768, 2009 | hit rate 0.23% among 270,000 | Menin + Texas Red MLL mutant peptide, fluorescence polarization; active = well fitted inhibition curve with a large enough effect in the polarisation, with a control signal flat, not every such curve was filed as active; inconclusive = small, poorly fitted or top-dose-only effect, or effect the other way, or a change in a side signal; inactive = no such curve, though single readings can be large or run the other way; the % refers to the polarisation; also: potency is read from the fitted curve at half-maximal effect; % of control where 0% means no effect; many of its hits are not listed in these tables
Target sequence (O00255 whole entry, looked up): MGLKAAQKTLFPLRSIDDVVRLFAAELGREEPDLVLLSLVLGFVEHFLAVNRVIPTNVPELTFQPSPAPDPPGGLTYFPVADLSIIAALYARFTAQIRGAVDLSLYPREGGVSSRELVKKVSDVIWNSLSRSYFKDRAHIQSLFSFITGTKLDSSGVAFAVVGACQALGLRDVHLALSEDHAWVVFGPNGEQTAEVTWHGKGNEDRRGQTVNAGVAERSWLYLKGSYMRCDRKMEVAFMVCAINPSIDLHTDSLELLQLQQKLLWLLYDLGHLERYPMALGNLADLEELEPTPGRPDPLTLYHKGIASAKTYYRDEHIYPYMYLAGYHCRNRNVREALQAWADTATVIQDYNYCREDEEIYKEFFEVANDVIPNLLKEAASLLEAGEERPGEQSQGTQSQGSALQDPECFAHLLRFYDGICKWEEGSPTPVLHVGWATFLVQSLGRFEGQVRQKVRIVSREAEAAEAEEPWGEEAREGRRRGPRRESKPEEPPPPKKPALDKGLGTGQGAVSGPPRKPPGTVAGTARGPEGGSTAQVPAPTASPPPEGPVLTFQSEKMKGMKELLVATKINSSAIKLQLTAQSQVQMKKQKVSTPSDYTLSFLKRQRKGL
B2AR arrestin = qHTS assay of beta-arrestin-biased ligands of beta2-adrenergic receptor; Beta-2 adrenergic receptor (Homo sapiens), P07550; beta-arrestin recruitment to beta2AR, cell-based reporter; Potency, µM (doses to about 46.1 µM), without a hit: top-dose activation, most hits filed as activators; hit rate 0.02% among 330,000; AID 492947, 2010;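 also: potency is read from the fitted curve at half-maximal effect; 0% = DMSO controls and full agonism = EC100 isoproterenol or metaproterenol; nearly all actives have a fitted effect of over 65% in size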
Target sequence (P07550 whole entry, looked up): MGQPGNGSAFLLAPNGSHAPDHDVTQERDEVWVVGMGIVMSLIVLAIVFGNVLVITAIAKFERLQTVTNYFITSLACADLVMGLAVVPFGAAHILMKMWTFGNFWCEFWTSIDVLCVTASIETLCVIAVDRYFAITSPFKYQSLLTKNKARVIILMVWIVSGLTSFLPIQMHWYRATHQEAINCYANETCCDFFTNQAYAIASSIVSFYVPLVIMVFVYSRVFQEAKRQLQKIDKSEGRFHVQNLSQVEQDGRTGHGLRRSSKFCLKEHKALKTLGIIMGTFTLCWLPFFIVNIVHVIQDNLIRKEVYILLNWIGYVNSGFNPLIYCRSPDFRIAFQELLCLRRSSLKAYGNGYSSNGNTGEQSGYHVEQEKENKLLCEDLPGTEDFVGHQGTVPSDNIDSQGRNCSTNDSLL
PKM2 act = qHTS Assay for Activators of Human Muscle isoform 2 Pyruvate Kinase; Pyruvate kinase PKM (Homo sapiens), P14618; purified PKM2, Kinase-Glo ATP luminescence, activation; response scale: 0% is enzyme alone, no compound; Potency, µM (top dose mostly 57.5 µM), without a hit: top-dose activation, hits mostly activators; hit rate 0.34% among 260,000; also: potency is read from the fitted curve at half-maximal effect; % is scaled to controls: 0 for no effect and ±100 for the full control effect; nearly all actives have a fitted effect of over 55% in size
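Kinase-Glo luminescence reports ATP generated from ADP (0.1 mM) and PEP (0.5 mM) by purified hPK-M2 after 1 h at room temperature, pH 7.2 imidazole buffer; intermediate enzyme activity allows detecting inhibitors and activators.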
Active calls of the source: *; ? = inconclusive; . = not tested or not shown; [ ] = dose if it differs, or a comment. Unless noted, calls follow the shape of the dose curve; as a rule, active = well fitted curve in the direction sought with a large enough effect; inconclusive = small, poorly fitted or top-dose-only effect, or another doubt; inactive = no such curve, though single readings can be large; an effect the other way counts as inactive or inconclusive. The list is partial, so the mix of outcomes need not match the whole.

entry | smiles | USP2a block | MLL CXXC-DNA inh | GALK inh | TRPV1 agonist | Giardia killer | PKM2 act | KCNH2 WT inh | KCNH2 3.1 inh | B2AR arrestin | Menin-MLL TR inh | FBPA coupling cs
1 | CN(C)[C@H]1N(C(=O)c2ccc(Br)cc2)N=C2c3ccccc3S(=O)(=O)N21 | 5.3% | -0.4% | -1.9% | -4.9 | 16.5 | 23.7% | -35.4 | 2.0 | -0.1% | -6.5% | 4.2
2 | CNC(=O)c1sc(Nc2ccc(OCc3ccccc3)cc2)nc1C | 0.0% | 21.7% | 7.4% | -1.9 | 20.2 | 1.4% | 0.4 | -7.4 | -1.0% | ? | -3.5
3 | CCOC(=O)c1ccc2[nH]cc(C(C)=O)c(=O)c2c1 | 5.0% | -3.4% | -2.0% | 7.0 | 2.8 | -0.3% | 1.2 | -2.1 | 0.3% | -5.9% | 1.0
4 | COc1ccccc1NC(=O)Nc1ccccc1C(N)=O | 1.1% | -4.1% | 8.9% | -0.4 | 11.6 | 2.6% | . | 12.8 | 0.0% | 3.8% | 1.2
5 | Cn1cc(CCC(=O)NCc2cccc(Cl)c2)c2ccccc21 | -3.1% | ? | . | 3.1 | 1.9 | . | -3.8 | 0.9 | -0.3% | -21.3% | -1.6
6 | NC(=O)COc1ccccc1C(=O)NC12CC3CC(CC(C3)C1)C2 | 0.0% | 0.8% | . | 1.4 | -8.8 | . | 8.7 | 16.6 | -1.6% | -6.9% | 1.3
7 | C=C(C)C1CC=C(C)/C(=N\NC(=O)CNc2cccc3ccccc23)C1 (stereo unspecified) | 2.1% | -1.2% | -4.1% | -1.5 | -15.5 | 2.1% | 1.8 | -13.3 | -0.8% | 7.2% | -7.1
8 | COc1cc(S(=O)(=O)N2CCOCC2)ccc1NC(=O)CSc1n[nH]c(=O)[nH]c1=O | -0.9% | -2.0% | 0.7% | 1.6 | -8.1 | -5.6% | 4.9 | -0.6 | -1.1% | -3.7% | 1.3
9 | O=C(CN1C(=O)c2ccccc2C1=O)c1ccccc1 | 1.7% | -16.6% | -2.7% | -2.2 | ? | -6.3% | 1.4 | -25.8 | -0.1% | -3.2% | 0.0
10 | CCc1ccccc1NC(=O)C1=CN2CCS(=O)(=O)N=C2C=C1 | -1.5% | . | . | -2.0 | -7.0 | . | -0.7 | 11.0 | 0.3% | . | .
11 | COc1ccc(S(=O)(=O)N2CCOCC2)cc1NC(=O)CSc1ncccn1 | 2.1% | . | . | . | 12.5 | . | 10.8 | 4.0 | -0.6% | . | .
12 | COc1cccc(C(C)NC(=O)Cc2cccs2)c1 (stereo unspecified) | 1.9% | -5.5% | -1.2% | 2.4 | -3.0 | 0.0% | -9.8 | -6.6 | -0.1% | ? | 12.0
13 | Cc1ccc(N=c2ssnc2Cl)cc1 | 2.4% | -0.3% | 3.3% | 6.5 | -16.2 | -15.6% | -1.5 | 0.3 | -0.2% | 7.4% | 5.0
14 | COc1ccc(NC(=O)Cn2nnc(C(N)=O)c2N)c(OC)c1 | -0.2% | -1.1% | -0.9% | . | -13.2 | -1.8% | 6.8 | -33.0 | -0.2% | . | -2.1
15 | CCOC(=O)c1[nH]c2ccc(Br)cc2c1NC(=O)CCN1CCCC(C)(C)C1 | -0.2% | 8.8% | . | ? | 11.4 | -2.8% | 1.6 | -24.0 | -4.2% | -17.3% | -0.6
16 | O=C(COC(=O)Cc1ccc(Cl)cc1Cl)NC1CC1 | -4.9% | . | . | . | 15.3 | . | 2.7 | -1.1 | -0.1% | . | .
17 | Cc1ccc(-c2nc3ccsc3c(=O)[nH]2)cc1 | 0.1% | -4.7% | 0.2% | 5.3 | -5.8 | 5.7% | -5.0 | 0.6 | 0.5% | 0.1% | 0.5
18 | O=C(NCC1CCCC(CNC(=O)Nc2ccc(Cl)cn2)C1)Nc1ccc(Cl)cn1 (stereo unspecified) | -8.2% | 1.5% | -0.9% | -1.1 | 11.1 | 0.1% | 0.1 | -0.9 | 0.0% | 2.8% | 0.1
19 | CC(C)C(c1nnnn1C1CCCC1)N1CCN(C(=O)c2ccco2)CC1 (stereo unspecified) | -0.4% | 4.2% | -0.3% | -0.7 | 0.4 | 2.9% | -10.3 | 15.0 | -0.3% | -1.6% | -0.9
20 | COC(=O)CCN1CCN(S(=O)(=O)c2ccc3c(c2)OCCO3)CC1 | 0.3% | . | . | 0.9 | -1.6 | . | 8.6 | 2.8 | -0.1% | . | .
21 | CCc1ccc(C(=O)/C=C/c2cnn(C)c2C)s1 | 2.8% | -6.0% | -3.7% | ? | -3.2 | -1.0% | 1.1 | -7.1 | -0.3% | 17.5% | -15.4
22 | COCCN1C(=O)c2ccccc2C(C(=O)Nc2ccc3c(c2)OCCO3)C1c1ccc(F)cc1 (stereo unspecified) | 1.3% | -1.5% | . | 1.7 | -6.9 | -0.2% | 6.4 | 18.4 | -0.4% | 5.5% | -5.1
23 | COc1ccc(CC(=O)Nc2ccc(S(=O)(=O)Nc3ncccn3)cc2)cc1OC | 4.5% | 2.8% | -1.9% | -3.1 | -1.6 | -1.3% | -12.2 | -3.9 | -0.7% | . | -0.7
24 | COC(=O)c1ccccc1SCC(=O)Nc1ccc(N2CCOCC2)cc1 | -1.2% | 9.8% | -3.8% | -8.4 | 13.8 | -13.2% | 4.9 | 1.3 | 0.6% | . | .
25 | Cc1cc(NC(=O)CCOc2ccccc2)no1 | -0.9% | 1.9% | -3.4% | -4.4 | -9.7 | -5.9% | -4.0 | -1.2 | -0.1% | 12.7% | 5.0
26 | COc1ccc(N2CC(O)=C(c3nc(-c4ccc(F)cc4)cs3)C2=N)cc1 | -3.3% | 3.6% | -0.8% | 11.9 | 3.2 | -7.4% | 1.6 | -1.2 | 0.0% | 13.0% | -0.8
27 | CC1(c2cc(C(F)(F)F)n3nc(C(=O)O)cc3n2)CC1 | -1.4% | -4.6% | -1.4% | -1.8 | -8.5 | 4.8% | -28.4 | 1.3 | 0.1% | -1.6% | 3.7
28 | COc1ccc(C(=O)NNC(=O)CCC(=O)Nc2ccc(C)cc2C)cc1 | 5.7% | 7.3% | -0.4% | -0.3 | 31.9[activator] | -0.4% | 34.0 | 29.4 | 0.4% | 6.5% | -2.2
29 | C=CCC[C@H](Cc1ccc(F)cc1)C(=O)OC[C@@H](C)NC(=O)[C@@H](CC=C)CC(=O)N[C@@H](CO)Cc1ccccc1 | 3.4% | . | . | . | 6.8 | . | -2.6 | -24.0 | -1.1% | . | .
30 | C/C(=N\O)C1(C)N(O)C(C)(C)C(c2ccc(Br)cc2)=[N+]1[O-] (stereo unspecified) | 3.6% | 6.3% | 0.3% | -5.0 | 1.8 | 1.6% | -5.6 | -3.0 | 0.0% | -6.2% | -3.0
31 | O=C(CN1C(=O)NC2(CCCCCC2)C1=O)c1cccs1 | 0.2% | . | . | 1.3 | 8.7 | . | 5.8 | -9.5 | 0.3% | . | .
32 | CCNC(=S)Nc1cc(OC)c(NC(=O)c2ccco2)cc1OC | 1.3% | -15.4% | 5.1% | 0.7 | 0.9 | -9.3% | -7.9 | 11.3 | -0.4% | -8.2% | -0.4
33 | CCCn1c2ccccc2c2nnc(SCC(=O)Nc3ncccn3)nc21 | 1.7% | 7.9% | 0.4% | -10.4 | -15.0 | -4.6% | 2.4 | 16.5 | 0.0% | ? | 7.9
34 | CCOC(=O)C1CCN(C(=O)COC(=O)CNC(=O)c2ccc(OC)cc2)CC1 | 0.3% | -0.5% | 5.5% | -1.0 | -3.3 | -0.5% | 20.6 | 0.7 | -0.1% | -8.5% | -1.0
35 | CC(C)(C)C(=O)OCc1cn(-c2ccccc2)nn1 | -0.9% | 1.2% | -2.2% | 6.4 | 14.5 | -0.1% | 1.6 | -0.3 | -0.1% | 0.4% | 1.5
